# Screening results (PubChem)
# NFkB SMM: binders of human NF-kappa-B p105; P19838; Small molecule microarray, anti-His fluorescence binding; calls only; actives 1.3% (n = 17,000); AID 624139;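 active = spot fluorescence over background significantly raised, with a chance value under 7% in all four replicate spots of the compound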;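 note: probe protein is his-tagged human p50 processed subunit at 1 µg/ml; raw spot fluorescence signals with no normalization applied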
# Target sequence (P19838 1-433 limits assumed): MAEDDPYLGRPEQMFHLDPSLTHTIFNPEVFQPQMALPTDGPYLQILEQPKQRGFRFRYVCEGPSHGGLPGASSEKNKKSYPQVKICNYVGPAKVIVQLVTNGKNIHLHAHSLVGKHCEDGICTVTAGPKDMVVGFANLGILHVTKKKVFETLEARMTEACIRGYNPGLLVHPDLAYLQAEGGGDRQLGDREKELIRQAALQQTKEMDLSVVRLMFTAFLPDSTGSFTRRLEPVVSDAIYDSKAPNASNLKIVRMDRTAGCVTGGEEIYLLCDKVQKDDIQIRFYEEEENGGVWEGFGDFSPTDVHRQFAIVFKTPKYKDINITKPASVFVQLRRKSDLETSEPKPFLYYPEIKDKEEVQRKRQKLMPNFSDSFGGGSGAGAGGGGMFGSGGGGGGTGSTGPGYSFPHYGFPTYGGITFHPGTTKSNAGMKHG
# Calls only; i = inactive; + = active, no number. An excerpt; rates above refer to the full screens.
cpd	Compound	NFkB SMM
1	CNC[C@@H]1Oc2ccc(NC(=O)Cn3cnnn3)cc2CC(=O)N([C@@H](C)CO)C[C@H]1C	i
2	Cc1ccc(-c2nc3cccnc3o2)cc1NC(=O)COc1ccc(C(C)(C)C)cc1	i
3	CC(C)NC(=O)N(C)C[C@H]1Oc2ccc(NC(=O)C3CC3)cc2CC(=O)N([C@@H](C)CO)C[C@H]1C	i
4	C[C@H]1CCCCO[C@H](CN(C)Cc2ccc3c(c2)OCO3)[C@@H](C)CN([C@@H](C)CO)C(=O)c2cc(NS(=O)(=O)c3ccccc3)ccc2O1	i
5	COc1ccc(S(=O)(=O)N(C)C[C@@H]2OCCCC[C@H](C)Oc3ccc(NC(=O)Nc4ccc5c(c4)OCO5)cc3C(=O)N([C@H](C)CO)C[C@H]2C)cc1	i
6	Cc1noc(C)c1S(=O)(=O)Nc1ccc2c(c1)C(=O)N([C@@H](C)CO)C[C@H](C)[C@H](CN(C)C)OCCCC[C@H](C)O2	i
7	C[C@@H]1CN([C@@H](C)CO)C(=O)c2cc(NC(=O)c3ccncc3)ccc2O[C@@H](C)CCCCO[C@H]1CN(C)C(=O)C1CCCCC1	i
8	Cc1noc(C)c1S(=O)(=O)Nc1cccc2c1O[C@H](CN(C)Cc1ccc(C(F)(F)F)cc1)[C@H](C)CN([C@H](C)CO)C2=O	i
9	Cc1ccc(S(=O)(=O)NC(C)(C)C(=O)Oc2cc(C)c3c(c2)oc(=O)c2ccccc23)cc1	i
10	C[C@@H]1CN([C@H](C)CO)C(=O)c2cccc(N(C)C)c2O[C@@H]1CN(C)Cc1ccc(Cl)c(Cl)c1	i
11	Cc1ccc(N(C(C)C(=O)Nc2ccccc2C(=O)N2CCCC2)S(C)(=O)=O)cc1 (stereo not drawn)	i
12	C[C@@H]1CN([C@@H](C)CO)C(=O)Cc2cc(NC(=O)Nc3cccc4ccccc34)ccc2O[C@H]1CN(C)C(=O)NC1CCCCC1	i
13	O=[N+]([O-])c1ccc(NCCNS(=O)(=O)c2ccc(Br)cc2)c(C(F)(F)F)c1	i
14	Cc1cc(C(=O)Nc2cccc3c2O[C@@H](CN(C)S(=O)(=O)c2cccs2)[C@H](C)CN([C@@H](C)CO)C3=O)n(C)n1	i
15	Cc1ccc(S(=O)(=O)Nc2ccccc2CNc2cnc3ccccc3c2)cc1	i
16	OC(CNCc1ccco1)c1ccccc1 (stereo not drawn)	i
17	COc1ccc2oc(-c3ccccc3)c(O)c(=O)c2c1	i
18	C[C@@H]1CCCCO[C@H](CN(C)C)[C@H](C)CN([C@@H](C)CO)C(=O)c2cc(N(C)C)ccc2O1	i
19	C[C@@H]1CN([C@H](C)CO)C(=O)c2cccc(NS(=O)(=O)c3ccc(Cl)cc3)c2O[C@@H]1CN(C)Cc1ccc2c(c1)OCO2	i
20	COc1ccc([Si](C)(C)[C@@H]2[C@@H](CCO)O[C@]3(C(=O)N(Cc4cccc(NC(=O)[C@H](C)O)c4)c4ccccc43)[C@H]2C)cc1	i
21	CNC(=O)CN(c1cccc(Br)c1)S(C)(=O)=O	i
22	COc1ccc(CN(C)C[C@@H]2OCCCC[C@@H](C)Oc3ccc(NC(=O)Nc4ccc(F)cc4)cc3C(=O)N([C@@H](C)CO)C[C@@H]2C)cc1	i
23	C[C@@H]1CN([C@H](C)CO)C(=O)c2cc(NS(=O)(=O)c3ccccc3)ccc2O[C@@H](C)CCCCO[C@@H]1CN(C)Cc1ccncc1	i
24	CC(C)NC(=O)Nc1ccc2c(c1)CC(=O)N([C@H](C)CO)C[C@H](C)[C@H](CN(C)S(C)(=O)=O)O2	i
25	CCC(=O)Nc1ccc2nc(SCc3ccccc3C#N)sc2c1	i
26	C[C@H]1CN([C@@H](C)CO)C(=O)c2cc(NC(=O)C3CC3)ccc2O[C@@H]1CN(C)Cc1ccc(C(=O)O)cc1	i
27	Cc1noc(C)c1NC(=O)Nc1ccc2c(c1)C(=O)N([C@H](C)CO)C[C@H](C)[C@H](CN(C)C(=O)C1CCCCC1)OCCCC[C@@H](C)O2	i
28	C[C@@H]1CN([C@H](C)CO)C(=O)c2cc(NC(=O)NC3CCCCC3)ccc2O[C@H]1CN(C)S(=O)(=O)c1ccccc1	i
29	C[C@H]1CN([C@@H](C)CO)C(=O)c2cc(NC(=O)CCC(F)(F)F)ccc2O[C@@H]1CN(C)C(=O)Nc1ccc(F)cc1	i
30	COc1ccc(NC(=O)CC2SC3=NCCN3C2=O)cc1 (stereo not drawn)	i
31	CNC[C@H]1Oc2ccc(NS(=O)(=O)c3ccccc3)cc2C(=O)N([C@@H](C)CO)C[C@H]1C	i
32	CNC[C@@H]1Oc2ccc(NC(=O)Cc3ccccc3)cc2CC(=O)N([C@H](C)CO)C[C@@H]1C	i
33	C[C@@H]1CN([C@@H](C)CO)C(=O)c2cccc(NC(=O)Nc3ccccc3)c2O[C@H]1CN(C)C(=O)NC1CCCCC1	i
34	CCOC(=O)c1c(NC(=O)C(C)Oc2ccccc2C)sc2c1CCCC2 (stereo not drawn)	i
35	CC(C)CNC(=O)[C@@]1(C)c2ccccc2C(=O)N(Cc2cc(F)cc(C(F)(F)F)c2)[C@H]1c1ccc(CO)cc1	i
36	CC(=O)OC/C(=C\COc1cc(=O)oc2cccc(C)c12)CCC=C(C)C	i
37	C[C@@H]1CN([C@H](C)CO)C(=O)c2cccc(NC(=O)c3cnccn3)c2O[C@H]1CN(C)C(=O)NC1CCCCC1	i
38	Cc1ccc(S(=O)(=O)Nc2ccc3c(c2)CC(=O)N([C@H](C)CO)C[C@H](C)[C@H](CN(C)C(=O)Nc2c(C)noc2C)O3)cc1	i
39	Cc1ccc(SC(C)C(=O)NCc2cccnc2)cc1 (stereo not drawn)	i
40	C[C@@H]1CCCCO[C@@H](CN(C)C)[C@@H](C)CN([C@@H](C)CO)C(=O)c2cc(NS(=O)(=O)c3ccc(Cl)cc3)ccc2O1	i
41	Cc1noc(C)c1S(=O)(=O)N(C)C[C@H]1OCCCC[C@@H](C)Oc2ccc(NS(C)(=O)=O)cc2C(=O)N([C@@H](C)CO)C[C@H]1C	i
42	C[C@H]1CN([C@@H](C)CO)C(=O)CCCn2cc(nn2)CO[C@H]1CN(C)C(=O)NC1CCCCC1	i
43	CC(=O)c1cccc(NC(=O)c2ccc(CNS(=O)(=O)c3ccc(C(C)(C)C)cc3)cc2)c1	i
44	C[C@H]1CCCCO[C@H](CN(C)C)[C@@H](C)CN([C@@H](C)CO)C(=O)c2cc(NS(=O)(=O)c3cn(C)cn3)ccc2O1	i
45	CO[C@H]1/C=C\O[C@@]2(C)Oc3c(C)c(O)c4c(O)c(c(/C=N/N5CCN(C)CC5)c(O)c4c3C2=O)NC(=O)/C(C)=C\C=C[C@H](C)[C@H](O)[C@@H](C)[C@@H](O)[C@@H](C)[C@H](OC(C)=O)[C@@H]1C	i
46	Cn1c(SCc2nc3ccccc3[nH]2)nnc1-c1ccccn1	i
47	CC(C)c1ccc2c(c1)C(O)CC1C(C)(CO)CCCC21C (stereo not drawn)	i
48	COC(=O)C1=C[C@@H](O)[C@@H](O)[C@H](O[C@@H]2O[C@H](COC(=O)/C=C/c3ccccc3)[C@@H](O)[C@H](O)[C@H]2O)C1	i
49	C[C@@H]1CCCCO[C@H](CN(C)C(=O)Cc2ccccc2)[C@@H](C)CN([C@@H](C)CO)C(=O)c2cc(NC(=O)c3ccncc3)ccc2O1	i
50	C[C@H](CO)N1C[C@H](C)[C@H](CN(C)C(=O)C2CCCCC2)OCCCC[C@H](C)Oc2ccc(N(C)C)cc2C1=O	i
51	C[C@@H]1CN([C@@H](C)CO)C(=O)c2cc(NC(=O)c3ccncc3)ccc2O[C@@H](C)CCCCO[C@@H]1CN(C)S(=O)(=O)c1ccccc1	i
52	COc1cc(O)c(CC=C(C)C)c(O)c1C(=O)CCc1ccc(O)cc1	i
53	C[C@@H]1CCCCO[C@@H](CN(C)C(=O)CCC(F)(F)F)[C@@H](C)CN([C@H](C)CO)C(=O)c2cc(N(C)C)ccc2O1	i
54	C[C@@H]1CN([C@@H](C)CO)C(=O)Cc2cc(NS(=O)(=O)c3ccc(Cl)cc3)ccc2O[C@@H]1CN(C)Cc1ccccc1	i
55	C#CCNC(=O)C1=C[C@@H](c2ccc(C(F)(F)F)cc2)C[C@@H](OCc2ccc(CO)cc2)O1	i
56	O=C(C1=C[C@H](c2ccc(Br)cc2)C[C@H](OCc2ccc(CO)cc2)O1)N1CCCC1	i

# New compounds follow.
cpd	Compound	NFkB SMM
57	C=CCSCC1Nc2cc(Cl)c(S(N)(=O)=O)cc2S(=O)(=O)N1 (stereo not drawn)	i
58	COc1c(Cl)cc(Cl)cc1CNCCNCC(C)O (stereo not drawn)	i
59	Cc1ccc(-n2c(SCC(=O)Nc3ccc(F)c(F)c3)nnc2-c2ccccn2)cc1	i
60	C[C@H](CO)N1C[C@H](C)[C@H](CN(C)C(=O)Nc2cccc3ccccc23)Oc2ccc(NC(=O)Cn3cnnn3)cc2CC1=O	i
61	C[C@@H]1CN([C@H](C)CO)C(=O)c2cccc(NC(=O)C3CCOCC3)c2O[C@H]1CN(C)Cc1ccc(Oc2ccccc2)cc1	i
62	COc1ccc(NC(=O)N(C)C[C@H]2Oc3ccc(NS(=O)(=O)c4ccccc4)cc3C(=O)N([C@@H](C)CO)C[C@H]2C)cc1	i
63	C[C@@H]1CN([C@@H](C)CO)C(=O)c2cc(NC(=O)Cc3cn(C)c4ccccc34)ccc2O[C@@H]1CN(C)CC1CC1	i
64	COc1ccc(S(=O)(=O)N(C)C[C@@H]2Oc3ccc(NC(=O)CCCN(C)C)cc3CC(=O)N([C@@H](C)CO)C[C@H]2C)cc1	i

# Along the list, from the results shown.
# NFkB SMM for entries 60–64, in order: i, i, i, i, i

# Three neighbouring compounds out of the list so far, quoted:
cpd	Compound	NFkB SMM
59	Cc1ccc(-n2c(SCC(=O)Nc3ccc(F)c(F)c3)nnc2-c2ccccn2)cc1	i
60	C[C@H](CO)N1C[C@H](C)[C@H](CN(C)C(=O)Nc2cccc3ccccc23)Oc2ccc(NC(=O)Cn3cnnn3)cc2CC1=O	i
61	C[C@@H]1CN([C@H](C)CO)C(=O)c2cccc(NC(=O)C3CCOCC3)c2O[C@H]1CN(C)Cc1ccc(Oc2ccccc2)cc1	i

# Next part:
cpd	Compound	NFkB SMM
65	C[C@@H]1CN([C@@H](C)CO)C(=O)c2cccc(NC(=O)Nc3ccc4c(c3)OCO4)c2O[C@@H]1CN(C)S(=O)(=O)c1ccccc1	i
66	C[C@H](CO)N1C[C@H](C)[C@H](CN(C)S(=O)(=O)c2ccc(Cl)cc2)Oc2c(NC(=O)Nc3cccc4ccccc34)cccc2C1=O	i
67	C[C@@H]1CN([C@@H](C)CO)C(=O)c2cccc(NS(C)(=O)=O)c2O[C@@H]1CN(C)C(=O)NC1CCCCC1	i
68	C[C@@H]1CN([C@@H](C)CO)C(=O)c2cc(NC(=O)Cn3cnnn3)ccc2O[C@H]1CN(C)C(=O)Nc1cccc2ccccc12	i
69	CCOc1ccc(NC(=O)C(C)Sc2ccccn2)cc1 (stereo not drawn)	i
70	Cc1ccc(N(CC(=O)N2CCOCC2)S(=O)(=O)c2ccccc2)cc1	i
71	COc1ccc(S(=O)(=O)Nc2ccc3c(c2)CC(=O)N([C@H](C)CO)C[C@@H](C)[C@@H](CN(C)S(=O)(=O)c2ccc(OC)cc2)O3)cc1	i
72	CSc1nc(NC2CCCC2)c([N+](=O)[O-])c(NC2CCCC2)n1	i
73	C[C@H](CO)N1C[C@H](C)[C@@H](CN(C)S(=O)(=O)c2cccs2)Oc2c(NC(=O)NC3CCCCC3)cccc2C1=O	i
74	COc1cc(S(=O)(=O)Nc2cccc(C(=O)O)c2)c(OC)cc1Cl	i
75	Cc1ccnc(NC(c2ccsc2)c2ccc3ccc(C)nc3c2O)c1 (stereo not drawn)	i
76	C[C@@H]1CN([C@@H](C)CO)C(=O)c2cc(NS(=O)(=O)c3cccs3)ccc2O[C@@H](C)CCCCO[C@@H]1CN(C)C(=O)CCC(F)(F)F	+
77	NC(=O)CN1C(=O)C(O)(CC(=O)c2ccncc2)c2ccccc21 (stereo not drawn)	i
78	C[C@@H]1CCCCO[C@@H](CN(C)C(=O)CCC(F)(F)F)[C@H](C)CN([C@@H](C)CO)C(=O)c2cc(NC(=O)CCC(F)(F)F)ccc2O1	+
79	C=C1C(O)C(O)C2(CC3C(C)=CCC4C(C)(C(=O)O)CCCC34C)OC2C1O (stereo not drawn)	i
80	Cc1ccc(Cl)cc1NC(=O)CSc1nnc(-c2ccccc2)n1-c1ccccc1	i

# 6 records drawn at random from the list so far, as already listed:
cpd	Compound	NFkB SMM
76	C[C@@H]1CN([C@@H](C)CO)C(=O)c2cc(NS(=O)(=O)c3cccs3)ccc2O[C@@H](C)CCCCO[C@@H]1CN(C)C(=O)CCC(F)(F)F	+
73	C[C@H](CO)N1C[C@H](C)[C@@H](CN(C)S(=O)(=O)c2cccs2)Oc2c(NC(=O)NC3CCCCC3)cccc2C1=O	i
78	C[C@@H]1CCCCO[C@@H](CN(C)C(=O)CCC(F)(F)F)[C@H](C)CN([C@@H](C)CO)C(=O)c2cc(NC(=O)CCC(F)(F)F)ccc2O1	+
79	C=C1C(O)C(O)C2(CC3C(C)=CCC4C(C)(C(=O)O)CCCC34C)OC2C1O (stereo not drawn)	i
75	Cc1ccnc(NC(c2ccsc2)c2ccc3ccc(C)nc3c2O)c1 (stereo not drawn)	i
77	NC(=O)CN1C(=O)C(O)(CC(=O)c2ccncc2)c2ccccc21 (stereo not drawn)	i

# Other entries follow:
cpd	Compound	NFkB SMM
81	COCCNC(=O)Nc1ccc2nc(-c3ccccn3)c(-c3ccccn3)nc2c1	i
82	O=C(Cn1ccc([N+](=O)[O-])n1)NCC1CCCO1 (stereo not drawn)	i
83	NC(=O)C1(N2CCCCC2)CCN(C(=O)CSc2nc3ccccc3o2)CC1	i
84	C[C@@H]1CCCCO[C@H](CN(C)C(=O)Nc2cccc3ccccc23)[C@H](C)CN([C@H](C)CO)C(=O)c2cc(N(C)C)ccc2O1	i
85	CNC[C@H]1Oc2c(NC(=O)c3ccncc3)cccc2C(=O)N([C@H](C)CO)C[C@H]1C	i
86	C[C@@H]1CN([C@@H](C)CO)C(=O)Cc2cc(NC(=O)Nc3cccc4ccccc34)ccc2O[C@H]1CN(C)CC1CC1	i
87	C[C@@H]1CN([C@H](C)CO)C(=O)c2cc(NS(=O)(=O)c3ccc(Cl)cc3)ccc2O[C@H]1CN(C)C(=O)Nc1ccc2c(c1)OCO2	i
